Screening results: PubChem BioAssay, National Center for Advancing Translational Sciences (NCATS)
ATXN viability: Viability Counterscreen for Primary qHTS for Inhibitors of ATXN expression; S2 cells (HEK-293 line with an ATXN2-luciferase reporter) viability, CellTiter-Fluor protease fluorescence, 24 h; hit rate 0.49% among 400,000; Potency, µM (top dose mostly 56.7 µM), hits mostly cytotoxic; note: potency is the fitted concentration of half-maximal effect; nearly all actives have a fitted effect of over 40% in size
Nrf2 ARE act: qHTS of Nrf2 Activators | AREc32 ARE-luciferase reporter (MCF7-derived line), luminescence, 24 h | Potency, µM (top dose mostly 46.1 µM), for inactives: at the highest dose activation, usual class: activators | hit rate 0.31% among 410,000 | AID 624171, 2012; note: potency is the fitted concentration of half-maximal effect; % of control where 0% means no effect; nearly all actives have a fitted effect of over 65% in size
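Reporter line AREc32 (ARE-Fluc), seeded overnight in OPTI-MEM with 5% FBS; compound pin-transferred, 24 hr at 37 deg C, 5% CO2; luminescent read-out.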
HepG2 viability: qHTS for Inhibitors of TGF-b: Cytotox Counterscreen; HepG2 CAGA-GFP viability, ATP luminescence, 18 h; Potency, µM (series often up to 46.1 µM), for the others: at the highest dose activity change, negative = cytotoxicity, most hits filed as cytotoxic; hit rate 0.76% among 410,000; AID 588856, 2011; note: potency is the fitted concentration of half-maximal effect; some results filed as inactive show a strong effect at the top dose
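HepG2 CAGA-GFP cells (1000/well, DMEM with 1% FBS) received compound, then TGF-beta at 500 pg/mL final, and were incubated 18 hours at 37 degrees C. Viability was read by CellTiter-Glo luminescence. Media-only wells were set as complete cell-killing and DMSO as no toxicity.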
A549 tox: Nrf2 qHTS screen for inhibitors: counterscreen for cytotoxicity. hit rate 0.16% among 390,000. AID 504648, 2011. Potency, µM (titrated, usually from 46 µM), for the others: top-dose activity change, negative = cytotoxicity, most hits filed as inhibitors. A549 ARE-Fluc cells, CellTiter-Fluor viability, 18-24 h; note: potency is the fitted concentration of half-maximal effect; % is set by controls: 0 for no effect and ±100 for the full control effect
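A549 ARE-Fluc cells in 5% FBS OPTI-MEM, 5000 cells/well, rested 2 h then exposed to compounds in concentration-response for 18-24 h at 37 °C. Viability by CellTiter-Fluor fluorescence (Ex 405/Em 525) after 30 min; luciferase luminescence (BugLite, 15 min, RT) read afterwards.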
Nrf2 block: Nrf2 qHTS screen for inhibitors. A549 ARE-Fluc reporter, luciferase luminescence, 18-24 h. Potency, µM (titrated, usually from 46 µM), for the others: at the top dose activity change, negative = inhibition, hits mostly inhibitors. hit rate 2.1% among 360,000. AID 504444, 2011; note: potency is the fitted concentration of half-maximal effect; % is set by controls: 0 for no effect and ±100 for the full control effect; nearly all actives have a fitted effect of over 60% in size
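Nrf2 function is reported as luminescence of an ARE-controlled luciferase in A549 cells. Compounds were tested at several concentrations, and a CellTiter-Fluor read on the same wells flagged cytotoxicity.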
EPAC2 agonist: qHTS for Agonist of cAMP-regulated guanine nucleotide exchange factor 4 (EPAC2): primary screen. Rap guanine nucleotide exchange factor 4 (Homo sapiens), Q8WZA2. EPAC2 activation, biochemical qHTS; response scale: 100% = 6.5 mM cAMP response. Potency, µM (titrated, usually from 154 µM), for inactives: top-dose activation, most hits filed as activators. hit rate 0.079% among 360,000; note: potency is the fitted concentration of half-maximal effect; nearly all actives have a fitted effect of over 50% in size
Target sequence (Q8WZA2 whole entry, looked up): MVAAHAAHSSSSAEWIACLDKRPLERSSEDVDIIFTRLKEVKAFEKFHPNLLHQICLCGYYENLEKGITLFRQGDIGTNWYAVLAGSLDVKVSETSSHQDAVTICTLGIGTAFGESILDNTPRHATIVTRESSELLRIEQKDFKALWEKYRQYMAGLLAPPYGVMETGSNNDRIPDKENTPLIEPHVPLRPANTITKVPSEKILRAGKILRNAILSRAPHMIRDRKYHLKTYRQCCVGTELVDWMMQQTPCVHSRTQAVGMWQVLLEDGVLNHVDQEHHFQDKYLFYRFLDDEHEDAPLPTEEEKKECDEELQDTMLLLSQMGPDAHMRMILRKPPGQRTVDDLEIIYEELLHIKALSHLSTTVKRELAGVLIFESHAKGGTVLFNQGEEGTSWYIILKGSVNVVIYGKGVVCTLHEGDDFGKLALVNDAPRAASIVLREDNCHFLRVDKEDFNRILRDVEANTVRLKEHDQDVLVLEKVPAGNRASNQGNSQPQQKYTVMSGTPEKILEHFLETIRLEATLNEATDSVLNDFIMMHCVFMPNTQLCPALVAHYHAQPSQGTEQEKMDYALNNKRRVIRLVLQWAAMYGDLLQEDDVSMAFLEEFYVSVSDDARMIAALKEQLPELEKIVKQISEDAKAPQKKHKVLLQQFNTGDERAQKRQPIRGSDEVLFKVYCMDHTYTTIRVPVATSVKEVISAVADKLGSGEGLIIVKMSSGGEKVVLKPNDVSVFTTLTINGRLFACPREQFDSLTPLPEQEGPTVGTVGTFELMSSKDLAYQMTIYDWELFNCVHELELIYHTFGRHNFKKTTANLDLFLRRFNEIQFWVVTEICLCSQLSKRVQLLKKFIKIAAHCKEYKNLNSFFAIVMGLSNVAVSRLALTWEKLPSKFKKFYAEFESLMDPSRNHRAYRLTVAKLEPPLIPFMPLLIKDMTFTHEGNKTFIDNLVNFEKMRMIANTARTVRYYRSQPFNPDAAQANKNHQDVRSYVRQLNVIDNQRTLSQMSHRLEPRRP
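Exchange assay: 100 nM EPAC2 with 250 nM Rap1B-BODIPY-GDP and 50 uM GDP. Fluorescence (ex 480/em 540 nm) read every 5 min for 30 min at room temperature. Data normalized to 6.5 mM cAMP as agonist control.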
ATXN2 expr inh: Primary qHTS for Inhibitors of ATXN expression. HEK-293 ATXN2-luciferase reporter, luminescence, 24 h. Potency, µM (series often up to 57 µM), inactives show top-dose activity change, negative = inhibition, usual class: inhibitors. hit rate 0.72% among 360,000. AID 1745845, 2022; note: potency is the fitted concentration of half-maximal effect; % is set by controls: 0 for no effect and ±100 for the full control effect; nearly all actives have a fitted effect of over 55% in size
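qHTS (up to 57 uM final) was run with 24 h compound exposure of reporter cells at 37 °C. Each well was multiplexed: SteadyGlo luminescence measured ATXN2-luciferase expression after a fluorogenic Gly-Phe-AFC viability readout (25 uM final).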
IL-2 act: qHTS of IL-2 Activators; IL-2 activation reporter assay, cell-based qHTS; stimulated with anti-CD3/CD4/CD28 beads; in transgenic mouse T cells; activation, % (series mostly up to about 46 µM); hit rate 0.065% among 360,000; AID 652025, 2013; in the data active = activation above about 50%; inconclusive = mostly about 30% to 49%; note: 0% is about no effect
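First, unstimulated transgenic mouse T cells were exposed to compound for 60 min. Next, anti-CD3/anti-CD4-coated beads with anti-CD28 were added. Finally, after 18 h at 37 degrees C, EGFP and DsRed were imaged.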
TGFb SMAD3 inh: qHTS for Inhibitors of TGF-b; HepG2 CAGA-GFP TGF-b/SMAD3 reporter, GFP fluorescence, 18 h; TGF-beta stimulated, 500 pg/mL final; Potency, µM (highest dose often 46.1 µM), for the others: top-dose activity, negative = inhibition, usual class: inhibitors; hit rate 1.2% among 410,000; AID 588855, 2011; note: potency is the fitted concentration of half-maximal effect; % is set by controls: 0 for no effect and ±100 for the full control effect; nearly all actives have a fitted effect of over 65% in size
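Cell-based qHTS in HEPG2 carrying a CAGA-GFP Smad reporter; compounds added before 500 pg/mL final TGF-beta, 18 h incubation at 37 degrees C, GFP fluorescence quantified per cell by imaging cytometry.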
Active calls of the source: *; [ ] = remark or other dose. Unless noted, calls come from the whole dose curve; as a rule, active = well fitted curve in the direction sought with a large enough effect; inconclusive = small, poorly fitted or top-dose-only effect, or another doubt; inactive = no such curve, though single readings can be large; an effect the other way counts as inactive or inconclusive. Compounds as they come, and some 4.3% of all compounds hit somewhere here.

Screening COc1cc2c(cc1OC)C(COc1ccc3c(C)cc(=O)oc3c1)N(C(=O)c1cc(Cl)ccc1OC)CC2 (centres undefined) returned ATXN viability inactive, Nrf2 ARE act 0.6%, HepG2 viability -2%, A549 tox -17%, Nrf2 block -3%[9.27 µM], ATXN2 expr inh 6% and TGFb SMAD3 inh -4%.
Cc1cc(C(C)(C)C)cc(C)c1CCNC(=O)c1ccc[n+]([O-])c1 was read as ATXN viability inactive, Nrf2 ARE act 0.0%, HepG2 viability -13%, A549 tox 6%, Nrf2 block inconclusive, EPAC2 agonist -5%, ATXN2 expr inh 138%[activator], IL-2 act -4.1 and TGFb SMAD3 inh 4%.
Screening COc1ccc(OCC(=O)Nc2ccc(NC(=O)c3ccco3)c(C)c2)cc1 returned ATXN viability inactive, Nrf2 ARE act 0.3%, HepG2 viability 11%, A549 tox 6%, Nrf2 block 7%, EPAC2 agonist 5%, ATXN2 expr inh -19%, IL-2 act -1.2 and TGFb SMAD3 inh 4%.
`COc1ccc(/C=C\c2onc(C)c2S(=O)(=O)N2CCC(C(=O)Nc3cccc(C)c3C)CC2)cc1` gave Nrf2 ARE act -0.1%, HepG2 viability -14%, A549 tox -4%, Nrf2 block 1% and TGFb SMAD3 inh -2%.
`Cc1ccc(S(=O)(=O)c2nnn3c2nc(N(C)Cc2ccccc2)c2cc(Cl)ccc23)cc1C` gave ATXN viability inactive, Nrf2 ARE act 0.2%, HepG2 viability 1%, A549 tox -1%, Nrf2 block inconclusive, ATXN2 expr inh 8% and TGFb SMAD3 inh -1%.
Screening Nn1c(SCC(=O)Nc2c(F)cc(F)cc2Br)nnc1C1CCCCC1 returned Nrf2 ARE act -0.8%, HepG2 viability -27%, A549 tox -3%, Nrf2 block 13%, EPAC2 agonist -3%, IL-2 act 1.1 and TGFb SMAD3 inh 1%.
For Cc1ccc(NC(=O)Cn2cnc3c(cnn3C(C)(C)C)c2=O)cc1 the results were ATXN viability inactive, Nrf2 ARE act 0.2%, HepG2 viability -18%, A549 tox -13%, Nrf2 block -20%, EPAC2 agonist -1%, ATXN2 expr inh 0%, IL-2 act -0.6 and TGFb SMAD3 inh -4%.
`COc1ccc(NC(=S)Nc2ccc(OC(F)F)cc2)cn1` gave ATXN viability inactive, Nrf2 ARE act 0.8%, HepG2 viability -13%, A549 tox 1%, Nrf2 block 0%, EPAC2 agonist -4%, ATXN2 expr inh 5%, IL-2 act 0.2 and TGFb SMAD3 inh 18%.
Screening CCOc1ccc(CN2CCC(n3nccc3NC(=O)c3ccccc3OC)CC2)cc1 returned ATXN viability inactive, Nrf2 ARE act 0.3%, HepG2 viability -27%, A549 tox 2%, Nrf2 block -4%, EPAC2 agonist 0%, ATXN2 expr inh -9%, IL-2 act 0.0 and TGFb SMAD3 inh 0%.
For Cc1cc(SCC(=O)OC(C)C(=O)N(C)c2ccccc2)nc2ccccc12 (centres undefined) the results were ATXN viability inactive, Nrf2 ARE act 3.0%, HepG2 viability -4%, A549 tox 6%, Nrf2 block -2%, EPAC2 agonist 9%, ATXN2 expr inh -4%, IL-2 act -3.4 and TGFb SMAD3 inh 25%.
For CC(=O)/C(=C\N(C)C)Sc1ccc(Cl)cc1 the results were ATXN viability inactive, Nrf2 ARE act -0.5%, HepG2 viability -7%, A549 tox 7%, Nrf2 block 2%, EPAC2 agonist 10%, ATXN2 expr inh -21%, IL-2 act 0.6 and TGFb SMAD3 inh -2%.
For Cc1ccc(S(=O)(=O)Cc2ccc(C(=O)N3CCN(c4ccc(F)cc4)CC3)o2)cc1 the results were ATXN viability inconclusive, Nrf2 ARE act -2.3%, HepG2 viability 3%, A549 tox -2%, Nrf2 block 8%, EPAC2 agonist 3%, ATXN2 expr inh -17%, IL-2 act -2.2 and TGFb SMAD3 inh -22%.
`N/C(Cc1ccc(Cl)cc1Cl)=N\OC(=O)Cc1ccc(Cl)cc1` gave ATXN viability inactive, Nrf2 ARE act 0.1%, HepG2 viability -2%, A549 tox -2%, Nrf2 block 1%, EPAC2 agonist 5%, ATXN2 expr inh 7%, IL-2 act -0.5 and TGFb SMAD3 inh 17%.
CCOC(=O)N1CCN(C(=O)Nc2ccc3nc(-c4ccccn4)c(-c4ccccn4)nc3c2)CC1 was read as ATXN viability inactive, Nrf2 ARE act 0.1%, HepG2 viability -12%, A549 tox -4%, Nrf2 block -6%, EPAC2 agonist -1%, ATXN2 expr inh 5%, IL-2 act 1.6 and TGFb SMAD3 inh 4%.
Screening CCOC(=O)[C@H]1[C@H]2COc3ccc(C)cc3[C@@H]2N2C(=O)c3ccc(F)cc3NC(=O)[C@@]12C returned ATXN viability inactive, Nrf2 ARE act 0.7%, HepG2 viability -8%, A549 tox -10%, Nrf2 block -18%, EPAC2 agonist 10%, ATXN2 expr inh -1%, IL-2 act 0.2 and TGFb SMAD3 inh 0%.
`Cc1ccc(F)cc1CNC(=O)C1CCC(=O)N(CC2CCCCC2)C1` (centres undefined) gave ATXN viability inactive, Nrf2 ARE act 0.0%, HepG2 viability -44%, A549 tox 0%, Nrf2 block 3%, EPAC2 agonist 7%, ATXN2 expr inh 6%, IL-2 act -2.9 and TGFb SMAD3 inh -16%.
Screening Cc1ccc(-c2cn3c(n2)sc2cc(C(=O)NCCCN4CCCCCC4)ccc23)cc1 returned Nrf2 ARE act 19%, HepG2 viability 10µM*, A549 tox -1%, Nrf2 block 14% and TGFb SMAD3 inh -101%.
Cc1ccc(N(C(=O)c2csnn2)C(C(=O)NC2CCCC2)c2cccnc2)cc1 (centres undefined) was read as ATXN viability inactive, Nrf2 ARE act -0.7%, HepG2 viability -1%, A549 tox 1%, Nrf2 block 0%, EPAC2 agonist 8%, ATXN2 expr inh -10%, IL-2 act -0.1 and TGFb SMAD3 inh 6%.
Screening O=C(O)c1cccc2c1C(=O)N(C1CCCC1)C2 returned ATXN viability inactive, Nrf2 ARE act -0.4%, HepG2 viability -5%, A549 tox 11%, Nrf2 block -24%, EPAC2 agonist 13%, ATXN2 expr inh -2%, IL-2 act 0.5 and TGFb SMAD3 inh -13%.
`COc1ccc(/C=C(\C#N)c2c[nH]c3ccccc23)cc1` gave ATXN viability inconclusive, Nrf2 ARE act 11%, HepG2 viability -53%, A549 tox inconclusive, Nrf2 block inconclusive, EPAC2 agonist 9%, ATXN2 expr inh 52%[activator], IL-2 act -1.9 and TGFb SMAD3 inh inconclusive.
For COc1ccccc1CNC(=O)C1CCCN(S(=O)(=O)c2cccc3nsnc23)C1 (centres undefined) the results were ATXN viability inactive, Nrf2 ARE act -0.2%, HepG2 viability -3%, A549 tox 1%, Nrf2 block -12%, EPAC2 agonist 0%, ATXN2 expr inh 1%, IL-2 act -2.1 and TGFb SMAD3 inh -5%.
`CCOC(=O)C1=C(C)NC2=C(C(=O)C(C(=O)OCC)C(c3cccc(OC)c3)C2)C1c1ccccn1` (centres undefined) gave ATXN viability inactive, Nrf2 ARE act 3.2%, HepG2 viability 2%, A549 tox -5%, Nrf2 block 0%, EPAC2 agonist -1%, ATXN2 expr inh 9%, IL-2 act -0.7 and TGFb SMAD3 inh -4%.
For Cc1ccsc1C1CC(=O)NC2=C1C(=O)CC(C)(C)C2 (centres undefined) the results were ATXN viability inactive, Nrf2 ARE act -0.2%, HepG2 viability 3%, A549 tox -19%, EPAC2 agonist 5%, ATXN2 expr inh -13%, IL-2 act 0.8 and TGFb SMAD3 inh inconclusive.
For Clc1ccc(CN(CC2CCCO2)C(c2cccs2)c2nnnn2C2CCCC2)cc1 (centres undefined) the results were ATXN viability inactive, Nrf2 ARE act -0.4%, HepG2 viability -29%, A549 tox -26%, Nrf2 block 12µM*, EPAC2 agonist 7%, ATXN2 expr inh inconclusive, IL-2 act -2.5 and TGFb SMAD3 inh 0%.
`O=C(COc1ccc(F)cc1Cl)Nc1ccc(S(=O)(=O)Nc2nccs2)cc1` gave ATXN viability inactive, Nrf2 ARE act 2.6%, HepG2 viability 2%, A549 tox -1%, Nrf2 block -4%, EPAC2 agonist 3%, ATXN2 expr inh 33%[activator], IL-2 act -0.8 and TGFb SMAD3 inh 0%.
Screening CC1Cc2ccccc2N1C(=O)COC(=O)c1cccnc1Cl (centres undefined) returned ATXN viability inactive, Nrf2 ARE act -0.6%, HepG2 viability -5%, A549 tox 0%[1.84 µM], Nrf2 block 6%, EPAC2 agonist -1%, ATXN2 expr inh -4%, IL-2 act -2.9 and TGFb SMAD3 inh 2%.

Molecules listed so far containing a tert-butyl group (two):
Cc1cc(C(C)(C)C)cc(C)c1CCNC(=O)c1ccc[n+]([O-])c1 was read as ATXN viability inactive, Nrf2 ARE act 0.0%, HepG2 viability -13%, A549 tox 6%, Nrf2 block inconclusive, EPAC2 agonist -5%, ATXN2 expr inh 138%[activator], IL-2 act -4.1 and TGFb SMAD3 inh 4%.
For Cc1ccc(NC(=O)Cn2cnc3c(cnn3C(C)(C)C)c2=O)cc1 the results were ATXN viability inactive, Nrf2 ARE act 0.2%, HepG2 viability -18%, A549 tox -13%, Nrf2 block -20%, EPAC2 agonist -1%, ATXN2 expr inh 0%, IL-2 act -0.6 and TGFb SMAD3 inh -4%.
